# Assay outcomes from PubChem BioAssay.
# H9c2 TAG inh = reduces triacylglycerol accumulation in H9c2 cells; AID 651582; Nile Red lipid (TAG) fluorescence; cells loaded with 200 µM oleic acid; inhibition, % at 12.5 µM; actives 0.66% (n = 230,000);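 active = pattern-corrected inhibition of lipid staining of at least 50% with the nuclear-stain viability signal not falling by more than 50%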;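 note: 0% = DMSO wells and 100% = triacsin C control wells; some results filed as inactive read as strong as hits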
# H9c2 TAG inh DAPI viability = second read-out of H9c2 TAG inh, no call of its own (marks repeat the call); DAPI nuclei signal change (viability), lower = more cytotoxic, %;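 whole-well DAPI fluorescence read on a plate reader as a viability signal; minus 50 percent equals half of cells still viable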
# An asterisk follows results filed as active; i = inactive. This is a subset; count on the stated rates, not on these rows.
SMILES | H9c2 TAG inh | H9c2 TAG inh DAPI viability
Cc1nn(C)c(C)c1S(=O)(=O)N(CC(=O)NCCN1CCOCC1)c1ccc(C(C)C)cc1 | -6 | 4
CN(CC(=O)Nc1ccccc1Br)CC(=O)Nc1ccccc1-c1ccccc1 | 1 | -5
O=C(Cc1ccccc1)Nc1ccc(NC(=O)C2CC2)nc1 | 16 | -12
COc1cc(C(=O)Nc2cc(C)ccn2)ccc1OCC(=O)N1CCOCC1 | 6 | -1
CC12CCCC(=O)C1CCC(=Cc1ccco1)C2=O (stereo not given) | -5 | -1
O=Cc1c(NCCN2CCCC2)c2ccccc2[nH]c1=O | 5 | 1
CNC(=O)/C(C#N)=C\c1ccc(CNS(=O)(=O)c2ccc(Cl)cc2)o1 | -1 | 7
CC(c1nnc(SCC(=O)N2CC(=O)Nc3ccccc32)n1Cc1ccccc1)N(C)C (stereo not given) | 20 | 0
O=C(O)c1ccc(CNC(=O)c2ccc(S(=O)(=O)N3CCCCC3)cc2)cc1 | -9 | 0
O=C1C=C(/C=C/c2ccccc2)C[C@@H](c2ccc3c(c2)OCO3)C1 | -4 | 2
O=C(COC(=O)c1cccc(S(=O)(=O)N2CCCC2)c1)Nc1ccccc1C(F)(F)F | -6 | 8
Cc1ccc(CSCC(=O)N/N=C/c2cccc(OC3CSC3)c2)cc1 | -7 | 6

# Going on with the list.
SMILES | H9c2 TAG inh | H9c2 TAG inh DAPI viability
CN1CCN(C(=O)C2CCCN(S(=O)(=O)c3ccc(Br)cc3)C2)CC1 (stereo not given) | -4 | -2
Cc1ccccc1OCCCc1c(C)n[nH]c1C | -1 | 6
CCn1nc(C)c(CN2CCC(n3nccc3NC(=O)c3ccccc3OC)CC2)c1C | 8 | 6
CC(=O)Nc1ccc(NC(=O)C(C)OC(=O)/C=C/c2ccc3c(c2)OCO3)cc1 (stereo not given) | -25 | 14
CC(C(=O)c1c[nH]c(C(N)=O)c1)c1ncc(C(F)(F)F)cc1Cl (stereo not given) | -9 | -4
CCN(CC(=O)Nc1ccc(NC(C)=O)cc1)C(=O)/C=C/c1cn(-c2ccccc2)nc1-c1ccc(F)cc1 | 38 | -8
CSCCC1C(C#N)=C(N)Oc2n[nH]c(-c3cccs3)c21 (stereo not given) | -12 | 9
COc1ncnc2c1ncn2CCCNCC(C)c1ccccc1 (stereo not given) | -2 | 0
O=[N+]([O-])c1ccc(CSc2ncnc3c2ncn3[C@@H]2O[C@H](CO)[C@@H](O)[C@H]2O)cc1 | -5 | 0
O=C(NCC(=O)N1CCCC(C(F)(F)F)C1)c1ccc(Br)o1 (stereo not given) | -3 | 67
COC(=O)N1CCCCC1c1cc(C(=O)Nc2ccc(OC)cc2C)no1 (stereo not given) | -6 | 8
NS(=O)(=O)c1ccc(CCNC(=O)COC(=O)Cc2ccc([N+](=O)[O-])cc2)cc1 | -41 | -4

# Additional compounds:
SMILES | H9c2 TAG inh | H9c2 TAG inh DAPI viability
CN(C(=O)COC(=O)CN1C(=O)c2cccc([N+](=O)[O-])c2C1=O)c1ccccc1 | 5 | 1
COc1cccc(CN(C)CC2CCCN(CCc3ccc(Cl)cc3)C2)c1OC (stereo not given) | 0 | 28
N#Cc1ccc(NC(=O)COC(=O)c2cccnc2Cl)cc1 | -40 | 2
COc1ccc(C(C)(NC(C)=O)c2nc(/C=C/c3ccccc3)cs2)cc1 (stereo not given) | -4 | -2
O=C(C1CC1)N1N=C(C2CCCCC2)CC1(O)C(F)(F)F (stereo not given) | -10 | 1
O=C1C(C2=NC(c3ccccn3)C3C(=O)N(c4ccc(OC(F)(F)F)cc4)C(=O)C23)=C(O)c2ccccc21 (stereo not given) | -5 | 0
Cc1cc(-c2ccccc2)nc(N/N=C/c2cccnc2)n1 | 1 | 0
COC(=O)c1sc(S(=O)(=O)NCCCN(C)C)c(C(=O)OC)c1C | 1 | 3
CC(CCn1cccn1)NC(=O)CCc1nnc(CCc2ccccc2)o1 (stereo not given) | 3 | -9
CCn1c(=O)c2cc(C(=O)N(C)c3cc(C)ccc3OC)sc2c2ccccc21 | 1 | 2
COc1ccc(CCC(C)NCc2ccc(C(F)(F)F)cc2)cc1 (stereo not given) | -4 | 2
CCn1c(SCc2cc(=O)n3ccsc3n2)nc2ccccc21 | -7 | -2

# Following part.
SMILES | H9c2 TAG inh | H9c2 TAG inh DAPI viability
CC(C)CCOc1ccc(C(=O)Nc2cc(S(=O)(=O)N3CCOCC3)ccc2N2CCOCC2)cc1 | 65 | -52
CCOC(CNC(=O)c1ccc2nc(N3CCC(C)CC3)sc2c1)OCC | 5 | 9
COc1ccc(C(=O)c2c[nH]c(C(=O)NCC3CCCO3)c2)cc1 (stereo not given) | -1 | -4
COc1cc(CCCN2C(N)=NC[C@@H]2Cc2ccc(O)cc2)cc(OC)c1OC | 6 | -2
Cc1cccc(NC(=O)CN2CCN(C(=O)c3ccc(OCc4cn5ccccc5n4)cc3)CC2)c1C | -6 | 3
Cn1c(-c2ccc(C#N)cc2)c(C#Cc2ccccc2)c2ccccc21 | 0 | i
COc1ccccc1N(CN1CCCC1=O)C(=O)c1c(F)cccc1F | -1 | -1
O=C(N/N=C/c1ccc(N2CCOCC2)cc1)c1cccs1 | 3 | 16
CS(=O)(=O)N(CC(=O)NCCSc1ccc(Cl)cc1)c1ccc2c(c1)OCO2 | 18 | 3
COc1ccc(OC)c(N2C(=O)CC(Cc3ccc(Cl)cc3)C2=O)c1 (stereo not given) | -8 | -8
CN1CCN(S(=O)(=O)c2cccc(C(=O)Oc3ccc(C(C)(C)C)cc3)c2)CC1 | 12 | 5
CC(Sc1n[nH]c(N)n1)C(=O)Nc1cccc2ccccc12 (stereo not given) | 4 | -4

# Going on with the list.
SMILES | H9c2 TAG inh | H9c2 TAG inh DAPI viability
O=C(O)c1c2c(nc3ccc(Cl)cc13)CCC2 | -1 | -4
Cc1ccc(-c2ccc(/C=N/n3cnnc3)o2)cc1Cl | 2 | -8
Cc1ccc(S(=O)(=O)N2CCCN(S(=O)(=O)c3ccc(C)cc3)CC2)cc1 | 7 | -16
CCOC(=O)N1CCN(S(=O)(=O)c2c(C)[nH]c(=O)[nH]c2=O)CC1 | -12 | -1
O=C(NC(=S)NNS(=O)(=O)c1ccccc1)c1cccnc1 | -9 | 4
CCOC(=O)N1CCC(Nc2c(-c3ccc(C)cc3)c(=O)c2=O)CC1 | -18 | 3
Fc1ccc(NC(=S)Nc2cc(-c3ccccc3)[nH]n2)cc1Cl | -6 | -2
CNc1cncc(-c2cc(C)c(O)c(C)c2)n1 | 5 | -5
COC(=O)Cc1ccc(OC(=O)C2CCN(S(=O)(=O)c3ccc(OC)c(OC)c3)CC2)cc1 | -15 | -5
CC(O)CNc1nc2ccccc2n1CC(=O)N1CCN(Cc2ccccc2)CC1 (stereo not given) | -7 | -5
CC1CCN(C(=S)c2cccc([N+](=O)[O-])c2)CC1 | -2 | 4
N#CC1(NC(=O)COC(=O)c2cc(O)c3ccccc3c2O)CCCCC1 | 10 | -6

# (listing goes on)
SMILES | H9c2 TAG inh | H9c2 TAG inh DAPI viability
COc1ccc(S(=O)(=O)N2CCC(N3CCN(c4ccccc4OC)CC3)CC2)cc1 | -18 | 10
C=CCN=c1scc(-c2ccco2)n1/N=C/c1ccc(O)c(O)c1O | 7 | -10
CC1=C/C(=N\NC(=O)c2ccccc2)CC1 | -6 | -4
Cc1ccc(C)c(S(=O)(=O)N2CCCC2CNC(=O)C(=O)NCc2cccs2)c1 (stereo not given) | 0 | 4
COc1ccc(C(C)=O)cc1COC(=O)CCC(=O)c1cccs1 | -11 | 7
COc1ccc(CC(=O)N2CC(=O)N(CCc3ccccc3)C(=O)C2)cc1 | -4 | 11
COc1ccc(-c2cnc3c(NC=O)cc(-c4cc(OC)c(OC)c(OC)c4)cn23)cc1OC | 29 | -25
N/C(=N\OC(=O)CCCOc1ccccc1)c1ccncc1 | -9 | 4
O=C(Nc1ccccc1Sc1ccccc1)c1ccccc1F | 4 | -12
Cn1cnc([N+](=O)[O-])c1Sc1ncnc2nc[nH]c12 | 9 | -4
COC(=O)Cn1cc(C(=O)OC)cc(Br)c1=O | -11 | -1
O=P(O)(c1ccccc1)c1ccccc1O | -8 | -11

# Of the compounds above, these contain a CF3 group:
SMILES | H9c2 TAG inh | H9c2 TAG inh DAPI viability
O=C(COC(=O)c1cccc(S(=O)(=O)N2CCCC2)c1)Nc1ccccc1C(F)(F)F | -6 | 8
CC(C(=O)c1c[nH]c(C(N)=O)c1)c1ncc(C(F)(F)F)cc1Cl (stereo not given) | -9 | -4
O=C(NCC(=O)N1CCCC(C(F)(F)F)C1)c1ccc(Br)o1 (stereo not given) | -3 | 67
O=C(C1CC1)N1N=C(C2CCCCC2)CC1(O)C(F)(F)F (stereo not given) | -10 | 1
O=C1C(C2=NC(c3ccccn3)C3C(=O)N(c4ccc(OC(F)(F)F)cc4)C(=O)C23)=C(O)c2ccccc21 (stereo not given) | -5 | 0
COc1ccc(CCC(C)NCc2ccc(C(F)(F)F)cc2)cc1 (stereo not given) | -4 | 2

# Following part:
SMILES | H9c2 TAG inh | H9c2 TAG inh DAPI viability
CCCNC(=O)C1(C)CCCN(Cc2ccc(-c3ccccn3)cc2)C1 (stereo not given) | 12 | -4
COc1ccccc1/C=N\NC(=O)c1c(C)nc2ccc(Cl)cn12 | 1 | -9
Cc1cc(C)cc(NS(=O)(=O)c2ccc3[nH]c(=O)[nH]c3c2)c1 | -4 | -3
Cc1oc2c(c1C(=O)c1ccccc1)C(=O)C(=O)c1ccccc1-2 | -8 | -29
O=S(=O)(NCCC1=CCCCC1)c1cccc(S(=O)(=O)N2CCOCC2)c1 | -22 | 6
N#CN=C1CCCCCN1CC(N)=O | 19 | -11
COc1ccccc1NS(=O)(=O)c1ccc(C(=O)N2CCCCCCC2)cc1 | -18 | 30
Cc1cc(NC(=O)CCCSc2nc(-c3ccco3)cc(C(F)(F)F)n2)n(-c2ccccc2)n1 | 11 | -9
CCOC(=O)C1=C(C)Nc2ccc(C)cc2S1 | -7 | 7
O=C(COc1ccc2ccccc2c1)N1CCN(C(=O)c2cccnc2)CC1 | -12 | 5
COC(=O)c1ccccc1NC(=O)Nc1c(C)n(C)n(-c2ccccc2)c1=O | 4 | -1
COc1ccc(N(C(=O)c2ccncc2)S(=O)(=O)c2cccc([N+](=O)[O-])c2)cc1 | -17 | 7

# More structures.
SMILES | H9c2 TAG inh | H9c2 TAG inh DAPI viability
Cc1ccc(S(=O)(=O)N2CCCN(c3nccc(C(F)(F)F)n3)CC2)cc1 | -12 | 4
Cc1oc(-c2ccccc2)nc1C(=O)OCC(=O)NC(C)c1ccccc1 (stereo not given) | 2 | -1
CN(C)CCNc1ccc2ncn3c4ccc(O)cc4c(=O)c1c23 | 75* | -49*
O=C(NCc1ccncc1)C1CCCCC1 | -6 | 7
COc1ccc(CC(=O)OCc2nnc(C3COc4ccccc4O3)o2)cc1OC (stereo not given) | -2 | 1
Cc1ccc(Cn2c(N/N=C/c3ccncc3)nc3c2c(=O)n(C)c(=O)n3C)cc1 | -6 | 7
CCCCC#Cc1cncc(C(=O)N/N=C/c2cccc(OC)c2)c1 | 1 | -7
CCc1noc(C)c1C(=O)Nc1nnc(C(CC)CC)s1 | 14 | 3
C/C(=N\NC(=O)c1ccc2c(c1)OCO2)c1ccco1 | -13 | 9
CCN1C(=O)/C(=C/C=C2/Sc3ccccc3N2CCO)SC1=S | -4 | -1
CCc1ccc(NC(=O)CSc2nc3cc(C(=O)OC)ccc3c(=O)n2Cc2ccco2)cc1 | 19 | -12
CCn1c(SCC(=O)NCc2ccco2)nnc1-c1ccc(N)cc1 | -11 | -2

# The list continues:
SMILES | H9c2 TAG inh | H9c2 TAG inh DAPI viability
CC1CCC(=NNC(=O)c2ccccc2-n2cccc2)CC1 (stereo not given) | 7 | -10
Cc1noc(C)c1COc1ccccc1C(=O)NCCc1ccc(S(N)(=O)=O)cc1 | 13 | 5
N#CCCN1CCN(CCC#N)c2ccccc21 | 12 | -8
Cc1cc(C=O)c(C)n1-c1cc(C(=O)O)cc(C(=O)O)c1 | 10 | -1
COCCn1c(C)cc(C(=O)CSc2nnc(C)s2)c1C | -22 | -1
Cc1ccc(S(=O)(=O)N2[C@@H](c3ccc(Cl)cc3)C(C(=O)O)=CC[C@H]2c2cccc(C)c2)cc1 | -8 | 1
Oc1[nH]c2ccccc2c1N=Nc1c(F)c(F)c(F)c(F)c1F | 15 | -4
CCN(CC(=O)Nc1ccccc1C(F)(F)F)C(=O)Cn1c(=O)cnc2ccccc21 | -5 | -6
C/C(O)=C(/C=Nc1ccccc1)C(=O)Nc1ccccc1 | 1 | -11
N#Cc1ccc(C(=O)NCC(c2ccco2)N2CCCCC2)cc1 (stereo not given) | 2 | -6
CC(C)c1cc(C(=O)N2CCCC(Nc3ccc(F)cc3)C2)n[nH]1 (stereo not given) | 4 | 10
C=CC[C@H](CC(=O)N(CCO)Cc1ccccc1)C(=O)NC[C@H](OC(=O)[C@@H](CC=C)CC(=O)OC(C)(C)C)c1ccccc1 | 17 | -9

# (next part)
SMILES | H9c2 TAG inh | H9c2 TAG inh DAPI viability
O=c1[nH]cnc2c1C1(CCCC1)Cc1ccccc1-2 | -5 | 3
CCOc1ccccc1N1CCN(CC(=O)NC(=O)NCc2ccco2)CC1 | -2 | -8
Cc1cccc(C(=O)OCC(=O)c2ccc3c(c2)OCO3)c1O | -12 | -4
CCN(CC)C(=O)C1=C(C)N(CCCOC)C(=O)C(CC(=O)NCCCCc2ccccc2)C1 (stereo not given) | -7 | -6
O=C(NN1C(=O)c2ccccc2NC1c1cccnc1)c1ccccc1 (stereo not given) | 6 | -2
N#Cc1ccccc1NC(=S)NC(=O)c1cccnc1 | -1 | 1
CCOC(=O)C1=C(C)NC(SC(C)=O)=NC1c1ccc(OC(C)=O)c(OC)c1 (stereo not given) | -25 | 8
C[C@@H]1CN([C@H](C)CO)C(=O)CCCn2nncc2CO[C@H]1CN(C)C(=O)c1ccncc1 | -7 | -11
CCc1nnc(NC(=O)CCC(=O)NCC2CCCO2)s1 (stereo not given) | -10 | -5
COc1ccccc1N1CCN(Cc2cc(Br)c(O)c3ncccc23)CC1 | 97 | -99
